# RECQ1 helicase: RECQ1 (human) helicase inhibition; Potency, µM (highest dose often 57.3 µM), without a hit: at the highest dose activity, negative = inhibition, actives largely listed as inhibitors; 0.54% of 240,000 active; RECQ1 DNA unwinding, red fluorescence kinetic read; P46063; AID 2549; active means well fitted inhibition curve with a large enough effect;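 further: plate controls were vehicle for no effect and no enzyme for full effect; nearly all actives have a fitted effect of over 30% in size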
# Target sequence (P46063 whole entry, looked up): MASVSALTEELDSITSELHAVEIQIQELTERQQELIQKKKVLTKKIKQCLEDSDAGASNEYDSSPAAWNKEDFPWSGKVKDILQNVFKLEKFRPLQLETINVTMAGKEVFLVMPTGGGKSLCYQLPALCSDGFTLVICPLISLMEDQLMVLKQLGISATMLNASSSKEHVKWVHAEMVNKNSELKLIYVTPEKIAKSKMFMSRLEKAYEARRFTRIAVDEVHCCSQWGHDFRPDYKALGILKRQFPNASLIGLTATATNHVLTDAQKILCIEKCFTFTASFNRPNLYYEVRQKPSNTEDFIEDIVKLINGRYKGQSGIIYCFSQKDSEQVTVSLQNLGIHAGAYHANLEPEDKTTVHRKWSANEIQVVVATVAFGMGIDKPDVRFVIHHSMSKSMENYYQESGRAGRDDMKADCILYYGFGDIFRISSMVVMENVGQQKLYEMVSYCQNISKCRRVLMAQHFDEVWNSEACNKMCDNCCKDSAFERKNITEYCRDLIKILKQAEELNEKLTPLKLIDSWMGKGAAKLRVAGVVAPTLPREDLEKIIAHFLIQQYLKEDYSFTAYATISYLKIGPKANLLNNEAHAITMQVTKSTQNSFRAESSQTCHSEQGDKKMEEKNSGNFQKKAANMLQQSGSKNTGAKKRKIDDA
#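 50 nM RECQ1T1 preincubated 15 min with compound in Tris pH 8.0 buffer with MgCl2, DTT, Tween-20 and 2.5 ug/ml poly(dI-dC); started with 200 nM TAMRA/BHQ-2 forked duplex and 2 mM ATP. Unwinding read as fluorescence (525/598 nm), two reads 2 h apart.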
# * marks the source's active call; other numbers are inactive results; i = inactive; & = joins results of further samples. Potency means the concentration at half of the fitted maximal effect. These rows are one share of the data. The share of hits here may be higher or lower than overall.
SMILES,RECQ1 helicase
O=c1[nH]c2cc(Cl)c(O)cc2o1,-1%
CCc1c2c(nc3ccc(O)cc13)-c1cc3c(c(=O)n1C2)COC(=O)[C@]3(O)CC,-13%
OCCCc1ccccc1,-14%
CCC(=O)NC[C@H](Cc1ccc(OCCc2nc(-c3ccccc3)oc2C)cc1)N/C(C)=C\C(=O)c1ccc(C(F)(F)F)cc1,-7%
O=C(NCc1ccccc1)[C@]1(C(F)(F)F)C[C@H](CCC2CCCCC2)CCCO1,-6%
CSCC[C@H](N)C(=O)N[C@@H](CCCN=C(N)N)C(=O)N[C@@H](CC(C)C)C(=O)N[C@@H](Cc1ccccc1)C(=O)N[C@H](C(=O)O)C(C)C,-20%
CC1CC=CC2C1C(=O)N(Cc1ccccc1)C2c1ccoc1 (stereo not drawn),-6%
COC(=O)CN1C(=O)[C@@H]2[C@H](C1=O)[C@@H]1CC(C(=O)OC)=C[C@@H](C(=O)OC)C3C1=C(C(=O)C31CCCCC1)[C@@H]2C (stereo partly drawn),i
COC(=O)C1=C[C@@H](C(=O)OC)C2C3=C(C(=O)[C@]2(C)NC(=O)c2ccccc2)[C@H](C)[C@@H]2C(=O)N(C)C(=O)[C@@H]2[C@@H]3C1 (stereo partly drawn),-7%
COc1ccc(C2/C=C\CN(C(=O)CC(C)(C)C)C(C)C(=O)N2Cc2ccc(F)cc2)cc1 (stereo not drawn),i
NC(C(=O)O)c1nn[nH]n1 (stereo not drawn),-5%
CCCOC(=O)N1CCN(/[N+]([O-])=N/Oc2ccc([N+](=O)[O-])cc2[N+](=O)[O-])CC1,i
COc1ccc(-c2ccc(OC)c(C3C4C=CCC(C)C4C(=O)N3Cc3ccccc3)c2)cc1 (stereo not drawn),-8%
CC(=O)Nc1ccc(S(=O)(=O)Nc2cccc3cccnc23)cc1,4%
Cc1noc(C)c1-c1ccc2ncnc(NCc3ccc(-c4ccccc4)cc3)c2c1,i
CCCC/C=C/[C@@H](c1ccccc1)C1COC(=O)CC1O (stereo partly drawn),i
CC(=O)OCC(NC(=O)C(Cc1ccccc1)NC(=O)OC(C)(C)C)C1OC(n2cc(C)c(=O)[nH]c2=O)C(OC(C)=O)C1OC(C)=O (stereo not drawn),i
CCCC[C@H]1CCCO[C@@](C(=O)NCc2ccccn2)(C(F)(F)F)C1,1%
CCOC(=O)CNS(=O)(=O)c1ccc(F)cc1Br,i
COc1ccc2cc(C#N)c(=O)oc2c1,2%
COc1ccc(-c2nnc3n2N=C(c2ccc(OC)c(OC)c2)CS3)c(OC)c1,-2%
CC1CCC(C(C)C)C(P(=O)(c2ccccc2)c2ccccc2)C1 (stereo not drawn),-9%
Cc1noc(C)c1-c1ccc2ncnc(NCc3cc(F)cc(F)c3)c2c1,-8%
O=C(NCC1CC1)C1(C(F)(F)F)C/C(=C\Cc2ccccc2)CCCO1 (stereo not drawn),11%
Cc1nc(-c2ccccc2)c(-c2ccncc2)o1,-4%

# (list continues)
SMILES,RECQ1 helicase
COc1cc(C(CCN2CCCC(C)C2)c2c(OC)cc(OC)c3c(C)cc(=O)oc23)cc(OC)c1OC (stereo not drawn),i
CS(=O)(=O)c1ccc(CNC(=O)C2(C(F)(F)F)CC(CCCO)CCCO2)cc1 (stereo not drawn),2%
COc1ccc(CNC(=O)c2ccc(C)cc2)cc1,i
O=c1ccc2c(OCCCCOc3ccccc3)c3ccoc3cc2o1,-19%
NS(=O)(=O)C#Cc1ccccc1,-16%
CC[C@H](C)[C@H](NC(=O)[C@H](Cc1ccccc1)NC(=O)[C@H](CCC(=O)O)NC(=O)[C@H](CCCCN)NC(=O)[C@H](C)NC(=O)[C@H](C)NC(=O)[C@H](CCC(N)=O)NC(=O)CNC(=O)[C@H](CCC(=O)O)NC(=O)[C@H](CC(C)C)NC(=O)[C@H](Cc1ccc(O)cc1)NC(=O)[C@H](CO)NC(=O)[C@H](CO)NC(=O)[C@@H](NC(=O)[C@H](CC(=O)O)NC(=O)[C@H](CO)NC(=O)[C@@H](NC(=O)[C@H](Cc1ccccc1)NC(=O)[C@@H](NC(=O)CNC(=O)[C@H](CCC(=O)O)NC(=O)[C@H](C)NC(=O)[C@@H](N)Cc1cnc[nH]1)[C@@H](C)O)[C@@H](C)O)C(C)C)C(=O)N[C@@H](C)C(=O)N[C@@H](Cc1c[nH]c2ccccc12)C(=O)N[C@@H](CC(C)C)C(=O)N[C@H](C(=O)N[C@@H](CCCCN)C(N)=O)C(C)C,-22%
CCCC/C=C/[C@H](c1ccccc1)[C@H](CO)Cc1ccc([N+](=O)[O-])cc1,-10%
CC1CC=CC2C1C(=O)N(Cc1ccccc1)C2c1ccc(C(F)(F)F)cc1 (stereo not drawn),-20%
C=CCN(C(C(=O)OC)C(C)C)S(=O)(=O)CCl (stereo not drawn),-3%
COC(=O)C1=C[C@@H](C(=O)OC)C2C3=C(C(=O)[C@]2(C)NC(=O)c2ccccc2)[C@H](C)n2c(=O)n(C)c(=O)n2[C@@H]3C1 (stereo partly drawn),5%
Cc1ccc(SCC(CC(C)C)N2CCN(CCc3ccccc3)CCC2=O)cc1 (stereo not drawn),i
CC(C)(C)c1ccc(N2C[C@@H](COc3ccc(C(=O)O)cc3)CC2=O)cc1,6%
CCC(C)C1NC(=O)C(Cc2ccc(O)cc2)NC(=O)C(N)CSSCC(C(=O)N2CCCC2C(=O)NC(CC(C)C)C(=O)NCC(N)=O)NC(=O)C(CC(N)=O)NC(=O)C(CCC(N)=O)NC1=O (stereo not drawn),2%
COc1ccc(-c2ccc(C3C4C=CCC(C)C4C(=O)N3Cc3ccccc3)c(F)c2)cc1 (stereo not drawn),i
CC(=O)OC1C=C[C@@H](OC(C)=O)C1 (stereo partly drawn),17%
COC(=O)C1=C[C@@H](C(=O)OC)C2C3=C(C(=O)[C@@]2(C)NC(=O)c2ccccc2)[C@H](c2ccccc2)[C@@H]2C(=O)N(c4ccccc4)C(=O)[C@@H]2[C@@H]3C1 (stereo partly drawn),10%
COCCNC(=O)C1(C(F)(F)F)C/C(=C\Cc2ccccc2)CCCO1 (stereo not drawn),i
OC1OC[C@H](O)[C@@H](O)[C@H]1O (stereo partly drawn),-5%
CC[C@H](C)[C@H](N)C(=O)N[C@@H](CC(N)=O)C(=O)N1CCC[C@H]1C(=O)N[C@H](C(=O)N[C@@H](Cc1ccc(O)cc1)C(=O)N[C@@H](CCCN=C(N)N)C(=O)N[C@@H](CC(C)C)C(=O)N[C@@H](CCCN=C(N)N)C(=O)N[C@@H](Cc1ccc(O)cc1)C(N)=O)[C@@H](C)CC,-9%
CC(=O)Nc1ccn(C2CC3OCC(NC(=O)C(Cc4ccccc4)NC(=O)OC(C)(C)C)C3O2)c(=O)n1 (stereo not drawn),-4%
NC(N)=NCCC[C@H](NC(=O)c1ccccc1)C(=O)Nc1ccc([N+](=O)[O-])cc1,-7%
CCC[C@@H]1CC(C(=O)NC(C2O[C@H](SC)C(OP(=O)(O)O)[C@H](O)[C@H]2O)[C@H](C)Cl)N(C)C1 (stereo partly drawn),-6%
CC12CCC=CC1C(c1ccc(F)c(/C=C/c3ccccc3)c1)N(Cc1ccccc1)C2=O (stereo not drawn),i
C=CCN(C(C(=O)OC)C(C)C)S(=O)(=O)C=C (stereo not drawn),0%
CC[C@H](C)N,-13%

# In the list so far, 12 contain fluorine:
SMILES,RECQ1 helicase
CCC(=O)NC[C@H](Cc1ccc(OCCc2nc(-c3ccccc3)oc2C)cc1)N/C(C)=C\C(=O)c1ccc(C(F)(F)F)cc1,-7%
O=C(NCc1ccccc1)[C@]1(C(F)(F)F)C[C@H](CCC2CCCCC2)CCCO1,-6%
COc1ccc(C2/C=C\CN(C(=O)CC(C)(C)C)C(C)C(=O)N2Cc2ccc(F)cc2)cc1 (stereo not drawn),i
CCCC[C@H]1CCCO[C@@](C(=O)NCc2ccccn2)(C(F)(F)F)C1,1%
CCOC(=O)CNS(=O)(=O)c1ccc(F)cc1Br,i
Cc1noc(C)c1-c1ccc2ncnc(NCc3cc(F)cc(F)c3)c2c1,-8%
O=C(NCC1CC1)C1(C(F)(F)F)C/C(=C\Cc2ccccc2)CCCO1 (stereo not drawn),11%
CS(=O)(=O)c1ccc(CNC(=O)C2(C(F)(F)F)CC(CCCO)CCCO2)cc1 (stereo not drawn),2%
CC1CC=CC2C1C(=O)N(Cc1ccccc1)C2c1ccc(C(F)(F)F)cc1 (stereo not drawn),-20%
COc1ccc(-c2ccc(C3C4C=CCC(C)C4C(=O)N3Cc3ccccc3)c(F)c2)cc1 (stereo not drawn),i
COCCNC(=O)C1(C(F)(F)F)C/C(=C\Cc2ccccc2)CCCO1 (stereo not drawn),i
CC12CCC=CC1C(c1ccc(F)c(/C=C/c3ccccc3)c1)N(Cc1ccccc1)C2=O (stereo not drawn),i

# Following part.
SMILES,RECQ1 helicase
CCC/C=C1/CCCOC(C(=O)NCCNCCO)(C(F)(F)F)C1 (stereo not drawn),i
O=C(/C=C/c1ccc(I)cc1)c1ccc(B(O)O)cc1,-22%
CC(=O)OCC(NC(=O)C(COCc1ccccc1)NC(=O)OC(C)(C)C)C1OC(n2ccc(=O)[nH]c2=O)C(OC(C)=O)C1OC(C)=O (stereo not drawn),14%
Cc1noc(C)c1-c1ccc2ncnc(NCc3cccc(F)c3)c2c1,-2%
COc1ccc(C2=Nn3c(nnc3-c3ccc(OC)c(OC)c3)SC2)c(OC)c1,9%
CCC/C=C1/CCCOC(C(=O)NCC2CC2)(C(F)(F)F)C1 (stereo not drawn),-5%
CN1C=CC(=C2C=CN(C)C=C2)C=C1,-10%
COc1cc(-c2oc3cc(O)cc(O)c3c(=O)c2O)ccc1O,-10%&-13%
OC[C@@H](O)C(O)[C@H](O)[C@H](O)CO (stereo partly drawn),-14%
O=C(NCCN1CCOCC1)C1(C(F)(F)F)C/C(=C\CCO)CCCO1 (stereo not drawn),i
C=C1CC2COC(=O)C2(Cc2ccc3ccccc3c2)C1 (stereo not drawn),-5%
CC(C)(C)[C@@H](O)C(Cc1ccc(Cl)cc1)n1cncn1 (stereo partly drawn),-4%
C#CCOc1ccc(C(=O)N(C)c2ccccc2I)cc1,i
CSCC[C@H](NC(=O)[C@H](CC(C)C)NC(=O)[C@@H]1CCCN1C(=O)[C@H](Cc1ccccc1)NC(=O)[C@H](Cc1ccccc1)NC(=O)[C@@H]1CCC(=O)N1)C(N)=O,-6%
CC(C)CN1CCC(=O)N(C(CSc2ccc(Br)cc2)c2ccccc2)CC1 (stereo not drawn),i
C/C=C1\COC(C(=O)NCCCN2CCCC2=O)(C(F)(F)F)C=C1C=C(C)C (stereo not drawn),10%
COc1cc(OC)c2c(c1C(CCN1CCCCC1)c1ccc(N(C)C)cc1)OC(=O)CC2c1ccc(N(C)C)cc1 (stereo not drawn),-2%
COC(=O)C#CC(=O)OC,3%
NC(=O)[C@@H]1CCCN1C(=O)C(Cc1cnc[nH]1)NC(=O)C1CCC(=O)N1 (stereo partly drawn),0%
C=C(C)C(=O)OCCO,-13%
CCC1CC=CC2C1C(=O)N(Cc1ccccc1)C2c1ccoc1 (stereo not drawn),-12%
CS[C@@H]1SC[C@H]2C(=O)N(C)C(C(C)C)C(=O)OC[C@@H](NC(=O)c3cnc4ccccc4n3)C(=O)N[C@@H](C)C(=O)N(C)[C@H]1C(=O)N(C)C(C(C)C)C(=O)OC[C@@H](NC(=O)c1cnc3ccccc3n1)C(=O)N[C@@H](C)C(=O)N2C (stereo partly drawn),10µM*
Cc1ccc(F)cc1-c1ccc(C(=O)N=C(N)N)o1,-3%
Cc1noc(C)c1-c1ccc2ncnc(NCc3ccc(C(F)(F)F)o3)c2c1,8%
